Source: PubChem BioAssay (several laboratories)
MCL1-BIM inh: inhibitors of human MCL1 binding to BIM-BH3 peptide | Q07820 | GST-MCL1 / FITC-Bim-BH3 fluorescence polarization | inhibition, % at 10.9 µM | hit rate 0.68% among 320,000 | AID 2057;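 active means inhibition above the mean inhibition of all tested compounds plus 3 SD, set per campaign, cut at about 40% in these data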;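 further: 0% = DMSO wells and 100% = unlabeled Bim-BH3 peptide control; higher means more loss of mP so more displacement of Bim peptide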
Bcl-xL primary: inhibitors of human Bcl-xL. Q07817. GST-Bcl-xL / FITC-Bim BH3 peptide fluorescence polarization. hit rate 0.7% among 320,000. inhibition, % at 10.9 µM;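 active means inhibition above the mean of all tested compounds plus 3 SD, cutoff set per campaign, cut at about 30% in these data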;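 further: 0% = DMSO wells and 100% = unlabeled Bim-BH3 peptide competitor; inhibitors lower millipolarization by displacing the labeled peptide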
Target sequence (Q07817 whole entry, looked up): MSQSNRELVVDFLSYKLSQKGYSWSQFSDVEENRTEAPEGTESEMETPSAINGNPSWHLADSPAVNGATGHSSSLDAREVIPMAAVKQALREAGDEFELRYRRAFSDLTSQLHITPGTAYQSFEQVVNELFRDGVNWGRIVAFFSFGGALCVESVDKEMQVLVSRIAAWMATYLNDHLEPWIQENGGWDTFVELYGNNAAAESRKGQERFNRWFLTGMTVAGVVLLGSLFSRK
Fam108B inh: Fam108B inhibition, counter-screen for RBBP9 inhibitors; recombinant Fam108B, FP-Rh probe fluorescence polarization; hit rate 0.33% among 300,000; inhibition, % at 9.51 µM; AID 1947;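 active means inhibition above the screen mean inhibition plus 3 SD, computed separately per campaign, cut at about 18% in these data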;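 further: inhibitors lower polarization as less probe binds the enzyme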
ZTA counter: counter-screen for EBNA-1 inhibitors: inhibitors of Epstein-Barr virus ZTA. P03206. ZTA-DNA binding, fluorescence polarization. inhibition, % at 11 µM. hit rate 0.15% among 320,000; in the data active means inhibition above about 33%
Target sequence (P03206 whole entry, looked up): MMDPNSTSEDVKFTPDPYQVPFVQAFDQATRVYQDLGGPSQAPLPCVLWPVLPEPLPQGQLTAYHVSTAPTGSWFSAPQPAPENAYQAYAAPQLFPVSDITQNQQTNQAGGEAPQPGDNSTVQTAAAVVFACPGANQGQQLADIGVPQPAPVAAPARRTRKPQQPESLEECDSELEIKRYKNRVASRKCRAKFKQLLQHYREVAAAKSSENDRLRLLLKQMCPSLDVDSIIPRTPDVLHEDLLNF
EBNA-1 inh: blocks EBNA-1 binding to DNA. EBNA-1 DNA binding, fluorescence polarization. inhibition, % at 14.8 µM. hit rate 0.34% among 300,000. AID 1950; in the data active means inhibition above about 28%
CR mimetic SO: lowers age-related superoxide in aged yeast cells; S. cerevisiae aged cells, superoxide DHE fluorescence; stronger effect = lower value; hit rate 0.18% among 330,000; superoxide response (% of plate mean), % at 10 µM;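 active means superoxide response under a set limit, about three screen SD below normal, cut at about 65% in these data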;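 further: yeast aged for seven days with compound at 30 °C before DHE staining; 100% = average MFI of all compound-treated wells on the plate with controls excluded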
Efflux pump mplx: blocks antifungal efflux pumps in multiplex yeast assay | S. cerevisiae Candida pump triplex, Nile Red efflux | inhibition, % at 10 µM | hit rate 0.44% among 330,000 | AID 485275;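 active means plate passing quality check with inhibition over a set limit, or well fluorescence over plate mean plus 4 SD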;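 further: Nile Red retained in pooled yeast measured as flow cytometry median fluorescence; 0% = buffer negative control and 100% = Enniatin B positive control; higher means more Nile Red kept so more efflux inhibition; some compounds called inactive have numbers as strong as hits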
MEX-5 binding: C. elegans MEX-5 TCR-2 RNA binding activity | Q9XUB2 | MEX-5/FITC-TCR2 RNA binding, fluorescence polarization; stronger effect = lower value | activity score (negative = inhibition of binding), % at 10 µM | hit rate 0.38% among 300,000 | AID 1832;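 active means inhibition past about -25% in most replicates, and total fluorescence under double the plate's negative control median, limit read from the data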;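 further: 0% = DMSO and -100% = 5 µM competing unlabeled TCR2 RNA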
Target sequence (Q9XUB2 whole entry, looked up): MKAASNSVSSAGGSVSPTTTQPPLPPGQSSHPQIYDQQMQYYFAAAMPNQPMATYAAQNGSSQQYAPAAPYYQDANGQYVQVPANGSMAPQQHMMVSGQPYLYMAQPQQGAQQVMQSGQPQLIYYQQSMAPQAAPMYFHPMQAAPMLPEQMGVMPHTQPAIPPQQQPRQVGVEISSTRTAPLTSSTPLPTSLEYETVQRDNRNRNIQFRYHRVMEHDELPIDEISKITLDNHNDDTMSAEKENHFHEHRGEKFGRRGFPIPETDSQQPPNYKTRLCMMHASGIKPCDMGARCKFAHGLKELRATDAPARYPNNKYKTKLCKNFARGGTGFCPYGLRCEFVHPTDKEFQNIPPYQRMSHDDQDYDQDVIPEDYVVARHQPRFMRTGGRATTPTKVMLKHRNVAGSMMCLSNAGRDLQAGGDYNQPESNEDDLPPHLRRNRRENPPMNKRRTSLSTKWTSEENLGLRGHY
GLD-1 TGE inh: GLD-1-TGE RNA interaction inhibition (C. elegans); hit rate 0.44% among 320,000; AID 2280; inhibition, % at 5.96 µM; purified GLD-1 + fluorescein TGE RNA, fluorescence polarization;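 active means percent inhibition above a per-plate cutoff, the plate mean of test compounds plus 3 SD, cut at about 30% in these data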;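 further: 0% = DMSO wells with GLD-1 and probe and 100% = wells lacking GLD-1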
Active calls of the source: *; . = no result given.

SMILES	MCL1-BIM inh	Bcl-xL primary	Fam108B inh	ZTA counter	EBNA-1 inh	CR mimetic SO	Efflux pump mplx	MEX-5 binding	GLD-1 TGE inh
CCS(=O)(=O)n1nc(-c2ccc(OC)cc2)nc1SC	-3	1	0	-7	-3	89	-0.2	0.1	-2
CCCOc1cccc(C(=O)NC(=S)Nc2cccc(C(F)(F)F)c2)c1	3	0	-9	17	13	117	-0.1	2.0	11
COc1cccc(CC2(CO)CCCN(Cc3cn[nH]c3-c3ccc(F)cc3)C2)c1 (stereo not given)	4	4	2	7	-4	108	-0.1	-3.8	8
O=S(=O)(c1ccc(F)cc1)N1CCCN(c2nccc(C(F)(F)F)n2)CC1	7	-1	-1	-7	-7	93	0.0	-1.3	5
Cn1cccc1/C=N/n1c(-c2ccc(C(C)(C)C)cc2)n[nH]c1=S	-15	-26	3	13	0	94	0.2	-2.4	1
COc1cc(C(=O)c2cocc2C(=O)c2ccc3c(c2)OCO3)cc(OC)c1OC	-2	0	6	7	0	76	0.0	1.4	3
CC(C)c1nnc(NC(=O)COc2ccc3ccccc3c2)s1	2	4	-2	-6	-1	102	0.0	1.5	4
Cc1cc(Oc2cnn(C(C)(C)C)c(=O)c2Cl)cc(C(C)C)c1	7	9	1	-27	5	96	-0.1	0.5	0
O=C1[C@H]2[C@@H](C(=O)N1c1cc(Cl)cc(Cl)c1)[C@]1(C(=O)Nc3ccccc31)N1CCC[C@@H]21	2	2	1	-5	1	117	0.1	2.5	-3
CC(=O)N1N=C(c2ccc(Br)cc2)OC1(C)CC(=O)Nc1ccccc1 (stereo not given)	-1	-5	-5	4	1	93	0.0	-0.1	0
CCOC(=O)NN1C(=O)c2ccccc2NC1c1ccc(N(C)C)cc1 (stereo not given)	8	12	1	33*	-4	101	0.0	-1.8	-2
COc1ccc(OC)c(-c2cc(C(=O)NCc3cccs3)no2)c1	0	2	1	11	11	99	-0.2	-0.1	1
N#Cc1c(N2CCOCC2)nc(-c2ccco2)c2c1CCCC2	17	16	3	-10	-6	116	0.1	-1.8	0
O=C(C1CCN(c2nnc(-n3cccc3)s2)CC1)N1CCN(c2cccc(C(F)(F)F)c2)CC1	-2	2	1	0	9	96	0.1	-0.9	7
CCOc1ccccc1NC(=O)Cn1nnc(C(=O)NCc2cccs2)c1N	3	1	0	-5	-5	114	-0.1	0.5	2
Cc1cc(=O)nc2c3ccccc3n(CC(=O)NCCCN3CCOCC3)n12	10	-1	1	-16	0	103	-0.3	-2.2	6
O=C(COC(=O)COc1ccccc1)Nc1ccc(Cl)cn1	-3	0	.	-13	.	123	0.2	.	-7
CC1(C)Cc2noc(N)c2C(C)(C)N1OC(=O)c1ccco1	2	2	-1	-2	-3	104	0.0	.	0
CCOC(=O)c1nn(-c2ccccc2C)c2nc(-c3ccc(C)cc3)c(C#N)c(=O)n12	3	6	-3	6	9	93	-0.1	1.1	11
Cc1ccc(C(=O)c2ccccc2C(=O)OCC(=O)NC(C)(C)C)cc1	-3	-1	2	10	6	86	-0.1	0.8	5
Cn1cccc1CNC(=S)Nc1cc(F)cc(F)c1	3	3	2	5	-2	102	0.0	1.5	-1
COc1ccc(NC(=O)c2cc(-c3ccc(C)o3)nc3ccccc23)cc1	23	8	-5	-4	-11	100	0.2	1.1	1
COC(=O)c1ccc(NC(=O)C2CCN(S(C)(=O)=O)CC2)cc1	2	-1	1	5	4	87	-0.2	2.0	8
CN1CCc2c(sc(NC(=O)c3ccc([N+](=O)[O-])o3)c2C(N)=O)C1	22	13	7	-14	-2	107	-0.3	-6.7	1
Cc1cc(OC(C)C(=O)NCC(O)c2ccccc2)c2c(C)c(C)c(=O)oc2c1 (stereo not given)	9	8	4	-18	2	112	0.0	-1.8	-3
N#Cc1ccccc1NC(=O)CC1CCCCC1	-5	3	0	-2	5	104	0.0	-0.1	-2
Cc1ccccc1Nc1nc(N)nc(COC(=O)c2cccc(S(=O)(=O)NCc3ccccc3)c2)n1	-13	-12	-2	-4	-9	107	0.2	2.2	3
Cc1nc(-c2ccc(S(=O)(=O)N3CCOCC3)cc2)cs1	1	-1	-4	4	1	87	0.1	-1.6	-2
O=C(Cc1cc(=O)oc2cc(O)ccc12)NCC1CCC(C(=O)O)CC1 (stereo not given)	-2	4	-1	13	-1	110	-0.1	1.7	3
Cc1ccc(-c2nc(C)sc2CC(=O)OCC(=O)Nc2ccc(F)c(Cl)c2)cc1	-5	2	-8	5	-7	109	0.4	-1.9	7

Single entries from the results shown.
Result of CN1CCc2c(sc(NC(=O)c3ccc([N+](=O)[O-])o3)c2C(N)=O)C1 under CR mimetic SO: 107
Result of Cc1nc(-c2ccc(S(=O)(=O)N3CCOCC3)cc2)cs1 under Bcl-xL primary: -1

Further compounds.
SMILES	MCL1-BIM inh	Bcl-xL primary	Fam108B inh	ZTA counter	EBNA-1 inh	CR mimetic SO	Efflux pump mplx	MEX-5 binding	GLD-1 TGE inh
COc1ccccc1CN(Cc1cc2cc(C)ccc2[nH]c1=O)Cc1nnnn1CC1CCCO1 (stereo not given)	-3	2	-10	-1	-14	99	0.1	0.8	-3
O=C(NCCN1CCOCC1)c1cc(Br)ccc1Cl	5	4	0	2	-7	101	0.3	3.4	2
Cn1c2c(c(=O)n1-c1ccccc1)CSCC2	10	6	-2	-5	5	99	0.0	0.0	7
CCN(C(=O)CSc1nnc(Cn2nnc3ccccc32)o1)c1nc(C)cs1	5	4	2	-2	-11	93	-0.1	1.6	3
C[C@H](NC(=O)c1nc[nH]c1C(=O)NCC(=O)OCc1ccccc1)c1ccccc1	4	5	1	2	5	97	0.1	2.2	8
O=C(c1ccc(NC(=S)NCc2ccco2)cc1)N1CCCCC1	8	4	3	-2	-11	114	0.0	-1.6	-9
Cc1ccccc1N1CCN(C2CCCN(C(=O)c3snnc3C)C2)CC1 (stereo not given)	4	0	-2	-4	8	118	-0.7	-2.0	5
CCC1COCCS(=O)(=O)N1Cc1cccc(C(F)(F)F)c1 (stereo not given)	13	9	-3	-11	7	98	-0.2	0.4	1
O=C(CCc1ccccc1)NCc1ccc2c(c1)OCO2	-1	5	0	-4	-3	94	-0.2	-0.3	-4
CCN(CC)c1ccc(N)cc1	-13	-4	.	8	.	105	0.0	.	-9
O=C(c1csc2c1CCCC2)n1cccn1	6	6	6	-4	-5	60*	0.3	3.9	-3
CCOC(=O)C1=C(C)NC2=C(C(=O)CC(C)(C)C2)C1c1ccc2c(c1)CCCN2C (stereo not given)	-1	2	0	-23	-6	94	-0.1	0.1	3
CC1SC(c2ccc(Cl)cc2)NC1=O (stereo not given)	2	2	2	-5	2	91	0.1	-1.2	1
C[C@@H](NC(=O)OC(C)(C)C)c1nnc(S(=O)(=O)Cc2ccccc2)o1	-5	-6	-1	-11	-17	100	0.3	0.1	-2
Cc1nn(C)c(C)c1CCC(=O)NC1CC(C)(C)Cc2c1cnn2-c1ccccc1 (stereo not given)	4	8	0	3	4	104	-1.0	-1.5	0
CC(Sc1nnc2ccccn12)C(=O)Nc1ccc(Cl)cn1 (stereo not given)	-1	1	-2	-15	-12	119	-0.1	-0.4	2
CCN1CCN(CC(=O)Nc2ccc3c(c2)OCO3)C(=O)C1=O	8	5	1	-24	8	104	-0.4	0.6	8
Cc1ccc([N+](=O)[O-])cc1S(=O)(=O)n1ccnc1C	0	-4	2	1	-9	109	0.4	-1.1	-4
Cc1ccc(C2CC(c3cccc(C)c3)n3ncnc3N2)cc1 (stereo not given)	6	7	4	6	3	97	0.4	-1.0	0
CCCCNCc1cc(OC)c(OCC(N)=O)cc1Br	5	2	-7	5	16	106	0.0	-0.7	-3
Cc1ccc(OCCCn2c(=O)oc3ccccc32)cc1	-3	0	3	5	-7	97	0.1	-1.4	3
Cn1c(=O)c2c(ncn2CC(=O)OCC(=O)Nc2cc(Cl)ccc2Cl)n(C)c1=O	-11	1	-2	2	-11	105	0.0	0.1	-3
CC1CC(C)CN(CCCNC(=O)c2csc3c2CCCC3)C1 (stereo not given)	6	4	7	-9	-14	79	0.3	.	-3
O=C(O)CSCC(=O)N1CCCN(c2nccc(C(F)(F)F)n2)CC1	-2	2	5	4	5	90	0.0	1.8	-3
CC1CCCN(S(=O)(=O)c2ccc(C(=O)Nc3sc4c(c3C(N)=O)CCN(C)C4)cc2)C1 (stereo not given)	-42	-15	2	-28	1	102	0.0	11	-19
COc1ccc(C(=O)Nc2cccc(-c3ccc4nncn4n3)c2)cc1	-2	1	0	-6	-5	98	0.0	0.4	-3
CSc1ccccc1C(=O)C1CCCN(C(=O)c2cncs2)C1 (stereo not given)	2	2	-1	9	-4	85	-0.1	-1.0	6
Cc1c(C(=O)NNc2c(Cl)cccc2Cl)n(C)oc1=O	-2	-1	-1	16	11	99	-0.1	-1.9	0
O=C(CSc1nnc(C2CC2)n1C1CC1)c1ccc(F)cc1	-6	-3	.	-3	.	93	-0.1	.	-5
COc1cccc(OC)c1C(=O)Nc1ccc(NC(=O)c2ccco2)cc1	2	4	5	-7	1	96	-0.2	-0.6	-6

Two successive entries out of the list so far, quoted:
SMILES	MCL1-BIM inh	Bcl-xL primary	Fam108B inh	ZTA counter	EBNA-1 inh	CR mimetic SO	Efflux pump mplx	MEX-5 binding	GLD-1 TGE inh
O=C(CSc1nnc(C2CC2)n1C1CC1)c1ccc(F)cc1	-6	-3	.	-3	.	93	-0.1	.	-5
COc1cccc(OC)c1C(=O)Nc1ccc(NC(=O)c2ccco2)cc1	2	4	5	-7	1	96	-0.2	-0.6	-6

(listing goes on)
SMILES	MCL1-BIM inh	Bcl-xL primary	Fam108B inh	ZTA counter	EBNA-1 inh	CR mimetic SO	Efflux pump mplx	MEX-5 binding	GLD-1 TGE inh
O=S(=O)(c1ccccc1F)N1CCN(c2nc(-c3cccnc3)nc3ccccc23)CC1	-4	-1	.	15	.	90	-0.2	.	-1
O=C1C(Cc2ccc(Br)cc2)SC(=Nc2ccccc2)N1c1ccccc1 (stereo not given)	-5	1	0	0	-1	106	0.2	-0.6	8
CCc1ccc(NC(=O)CO/N=C(\C)c2cc3ccccc3o2)cc1	-17	-7	-8	-1	7	108	0.3	1.1	6
COc1ccc(OC)c(NC(=S)NCc2cccs2)c1	12	6	0	9	-1	90	-0.1	2.8	4
CN(O)/C=C1\C(=O)Nc2ccccc21	4	0	0	4	7	85	0.0	-2.9	-1
O=C1NC(=O)C(CC(=O)N(Cc2cccs2)C2(C(=O)NC3CCCC3)CCCCC2)N1 (stereo not given)	5	6	4	5	-4	95	0.1	0.2	-1
O=C(Nc1ccc(NC(=O)c2ccc(S(=O)(=O)c3ccccc3)cc2)cc1)c1ccccc1	5	0	-2	10	13	113	0.1	-0.6	-2
Cc1ccc(NC(=O)c2ccc(COc3ccccc3)o2)nc1	-1	-3	-1	7	-8	93	0.3	-1.5	-4
CSCCC(NC(=O)COc1ccccc1)C(=O)N1CCCC(C(F)(F)F)C1 (stereo not given)	2	8	1	0	-6	110	-0.1	-0.1	4
CCOc1ccc2nc(NC(=O)C3CCCO3)sc2c1 (stereo not given)	5	1	2	-5	-12	96	0.1	2.4	-1
O=C(NC1CCN(S(=O)(=O)c2ccccc2F)CC1)c1cccnc1	3	7	0	2	1	87	0.1	-0.4	-2
O=C(Cn1cnnn1)NCc1ccccc1	-3	-4	-1	-7	10	107	0.1	0.8	-7
Cc1ccc(OCCC(=O)Nc2ccc(F)c(Cl)c2)cc1	-3	2	0	3	3	99	0.2	-2.7	0
c1ccc2c(c1)ncc1cccn12	-6	1	-1	-11	1	83	-0.3	-0.7	1
COc1cc(C(=S)NCc2ccccc2)cc(Br)c1O	22	18	0	10	-11	112	0.1	-0.9	0
Cc1nnc(NC(=O)c2cc3ccccc3o2)s1	2	6	0	2	11	98	-0.2	1.7	8
